Screening results (PubChem BioAssay)
AmpC no deterg = qHTS Inhibitors of AmpC Beta-Lactamase (assay without detergent); Potency, µM (titrated, usually from 57.1 µM), inactives show at the highest dose activity change, negative = inhibition, actives largely listed as inhibitors; AmpC nitrocefin hydrolysis, absorbance 480 nm, 0.0001% Triton; hit rate 0.52% among 330,000;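 also: potency is read from the fitted curve at half-maximal effect; plate controls were no compound for no effect and no enzyme for full effect; nearly all actives have a fitted effect of over 20% in size; some results filed as inactive show a strong effect at the top dose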
Target sequence (P00811 whole entry, looked up): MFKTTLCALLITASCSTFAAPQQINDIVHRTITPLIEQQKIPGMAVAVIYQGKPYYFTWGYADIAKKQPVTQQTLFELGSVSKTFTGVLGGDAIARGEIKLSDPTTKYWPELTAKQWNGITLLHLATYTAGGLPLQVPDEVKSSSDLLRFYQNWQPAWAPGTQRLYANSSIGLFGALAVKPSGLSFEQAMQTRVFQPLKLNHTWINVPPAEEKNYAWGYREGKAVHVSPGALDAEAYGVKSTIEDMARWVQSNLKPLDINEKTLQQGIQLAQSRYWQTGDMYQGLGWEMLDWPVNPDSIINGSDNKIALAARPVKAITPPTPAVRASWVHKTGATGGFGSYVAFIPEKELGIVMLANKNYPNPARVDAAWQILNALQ
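20 mM phosphate pH 7.0 + 0.01% (detergent screen) or 0.0001% Triton X-100; 5.3 nM AmpC reagent; cpd preinc 15 min RT; nitrocefin (800 uM stock) to start; A480 q20 s × 4 min; Activity was normalised to no-enzyme and no-compound control wells.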
Giardia FBPA inh = qHTS Assay for Inhibitors of Fructose-1,6-bisphosphate Aldolase from Giardia Lamblia. purified Giardia FBPA. Potency, µM (titrated, usually from 59.6 µM), inactives show at the highest dose activity, negative = inhibition, actives largely listed as inhibitors. hit rate 0.71% among 290,000; also: potency is read from the fitted curve at half-maximal effect; nearly all actives have a fitted effect of over 55% in size
Target sequence (A8B2U2 whole entry, looked up): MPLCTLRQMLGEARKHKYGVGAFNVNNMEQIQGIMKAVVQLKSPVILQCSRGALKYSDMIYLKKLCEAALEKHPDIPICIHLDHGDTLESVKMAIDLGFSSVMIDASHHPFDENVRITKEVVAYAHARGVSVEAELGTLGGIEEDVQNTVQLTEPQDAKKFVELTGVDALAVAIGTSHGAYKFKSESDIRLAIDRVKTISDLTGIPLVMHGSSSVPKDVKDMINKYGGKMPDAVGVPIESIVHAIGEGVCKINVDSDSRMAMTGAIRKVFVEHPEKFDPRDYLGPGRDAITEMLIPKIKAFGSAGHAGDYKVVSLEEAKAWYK
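40 nM FBPA preincubated 10 min at RT with compound (up to 57.5 uM final), then substrate plus GAPDH/TPI/NAD/arsenate coupling and diaphorase/resazurin added. Fluorescence read after 20 min at RT, 525/598 nm.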
HCV inhibitor = qHTS Assay for Inhibitors of Hepatitis C Virus (HCV) | AID 651820, 2012 | Huh7.5.1 HCVcc-Cre infection, luciferase reporter, 44 h | Potency, µM (series often up to 41.8 µM), inactives show at the highest dose activity change, negative = inhibition, usual class: inhibitors | hit rate 3.4% among 340,000; also: potency is read from the fitted curve at half-maximal effect
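Reporter virus HCVcc-Cre (~0.5 moi) infects cells exposed to compound; seeding density 1,000 cells/well with 4 h settling beforehand. Luminescence, 15 sec read, taken 44 h post-infection following a 15 min RT substrate incubation.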
Sm TGR inh = qHTS Assay for the Inhibitors of Schistosoma Mansoni Peroxiredoxins; Schistosoma mansoni thioredoxin glutathione reductase (TGR), Q962Y6; purified TGR, DTNB reduction, TNB absorbance 405 nm; Potency, µM (highest dose often 114 µM), for inactives: at the highest dose activity change, negative = inhibition, actives largely listed as inhibitors; hit rate 3% among 360,000; AID 485364, 2010; also: potency is read from the fitted curve at half-maximal effect; nearly all actives have a fitted effect of over 60% in size
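TGR 20 nM + NADPH 100 uM (dispensed conc.), cpd preinc 15 min RT; start with NADPH (500 uM addition) then DTNB (15 mM addition). Kinetic TNB absorbance, 405 nm filter. Four-parameter Hill fit across titration.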
AmpC inh detg = qHTS Inhibitors of AmpC Beta-Lactamase (assay with detergent); AmpC hydrolysis of nitrocefin, absorbance 480 nm, 0.01% Triton; P00811; Potency, µM (doses to about 114 µM), for inactives: at the highest dose activity change, negative = inhibition, actives largely listed as inhibitors; hit rate 0.041% among 370,000; AID 485294, 2010;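 also: potency is read from the fitted curve at half-maximal effect; 0% = no-compound wells and -100% = no-enzyme wells; nearly all actives have a fitted effect of over 25% in size; some results filed as inactive show a strong effect at the top dose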
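20 mM phosphate pH 7.0 + 0.01% (detergent screen) or 0.0001% Triton X-100; 5.3 nM AmpC reagent; cpd preinc 15 min RT; nitrocefin (800 uM stock) to start; A480 q20 s × 4 min; Activity was normalised to no-enzyme and no-compound control wells.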
HCMV antiviral = qHTS Assay for inhibitors of the human cytomegalovirus (HCMV). hit rate 4.5% among 410,000. activity change, negative = inhibition, % at 57.5 µM. HFF cells, HCMV-luciferase reporter, 72 h; active compounds read low. AID 1259415, 2018; in the data active = activity change below about -60%; inconclusive = no clear call, values can overlap the other calls; inactive = above about -39%
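Luciferase read-out from HCMV-luciferase-infected HFFs (MOI 1 PFU/cell) 72 h post infection at 37C; compounds added after 16 h cell attachment; activity normalized between buffer-only basal and Salinomycin (10uM) inhibitor controls.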
* = called active by the depositor; ? = inconclusive; / = no result given; & = joins results of further samples; [ ] = remark or other dose. Unless noted, calls follow the shape of the dose curve; as a rule, active = well fitted curve in the direction sought with a large enough effect; inconclusive = small, poorly fitted or top-dose-only effect, or another doubt; inactive = no such curve, though single readings can be large; an effect the other way counts as inactive or inconclusive. Unless noted, % is scaled to controls: 0 for no effect and ±100 for the full control effect.

SMILES	AmpC no deterg	Giardia FBPA inh	HCV inhibitor	Sm TGR inh	AmpC inh detg	HCMV antiviral
Cc1ccc(C)c(NC(=O)CN(C)C(=O)CSC(C)C(=O)Nc2cc(C)on2)c1 (centres undefined)	0%	/	31%[activator]	2%	-9%	9
Fc1ccc(Oc2nccc(-c3ccc(Cl)cc3)n2)cc1	-1%	-2%	-12%	-3%	-5%	-26
CC1CCC(NC(=O)C2CCN(S(=O)(=O)c3ccc4nc5c(c(C(=O)O)c4c3)CC(C)CC5)CC2)CC1 (centres undefined)	-28%	-13%	-3%	-3%	-3%	60
CCCc1cc(=O)[nH]c(SCC(=O)Nc2cc(S(=O)(=O)N3CCOCC3)ccc2Cl)n1	-27%	/	6%	/	/	15
CCOc1ncccc1C(=O)NCC(c1ccco1)N1CCCCC1 (centres undefined)	-2%	/	5%	/	/	-18
COc1ccc(C(=O)N/N=C2/SCC(=O)N2Cc2ccc3c(c2)OCO3)cc1OC	-6%	0%	5%	8%	-9%	9
CCN1/C(=C2\OC(=S)N(C)C2=O)C=Cc2ccccc21	-4%	8%	-2%	-2%	-6%	?
COc1ccc(C(=O)N2CCc3ccc(NC(=O)c4ccccn4)cc3C2)cc1F	135%[activator]	0%	11µM*	14%	0%	-89*
OCC1(CCOc2ccccc2)CCN(Cc2ccc(OC(F)F)cc2)CC1	58%	11%	13µM*	-5%	1%	13
O=C(COC(=O)Cc1ccc(F)cc1)Nc1ccc2[nH]c(=O)[nH]c2c1	-21%	/	0%[8.37 µM]	-8%	-10%	-20
Cn1c(=O)c2c(-c3ccccc3)n(Cc3cccnc3)cc2n(C)c1=O	-9%	-18%	10%	-22%	-2%	-14
CCC(c1nnnn1Cc1ccc(F)cc1)N(CCCO)Cc1cc2cc3c(cc2[nH]c1=O)OCO3 (centres undefined)	51%	10%	10%	-5%	-13%	-12
COC(=O)c1cccc(S(=O)(=O)N2CCCC2)c1	-17%	11%	16%	-1%	-15%	2
O=C1C2C3C=CC(C3)C2C(=O)N1c1ccc2ccccc2n1 (centres undefined)	-6%	-3%	3%	1%	6%	61
COc1ccc(OC)c(C2C(C(=O)Nc3ccccc3OC)=C(C)Nc3c(C(=O)Nc4ccc(F)cc4)cnn32)c1 (centres undefined)	/	/	/	16%	23%	?
COc1ccc(C2CC(=O)C(CS(=O)(=O)c3ccccc3)C(=O)C2)cc1 (centres undefined)	-24%	?	18%	1µM*	3%	?
O=C(O)Cn1nnnc1SCC(=O)Nc1ccccc1F	-13%	0%	4%	9%	12%	-15
CC1[C@H]2Cc3ccc(O)cc3[C@]1(C)CCN2CCc1ccccc1 (some centres undefined)	-35%	/	-26%	/	/	26
COc1cccc(CN2CCNC(=O)C2CC(=O)NCCOc2cccnc2)c1 (centres undefined)	25%	-12%	6%	-26%	-7%	9
Cc1cccc(NC(=S)NNC(=O)c2ccc(O)cc2O)c1C	-36%	24%	17%	-9%	-2%	-98*
CCCC1=[N+](CC(=O)c2ccccc2)CCn2cccc21	-24%	-1%	?	-6%	-6%	-23
CCOC(=O)c1cccc(NC(=O)CSc2nnc(COc3ccccc3C)o2)c1	-7%	-16%	14%	6%	9%	-38
Cc1cc(Br)ccc1SCC(=O)OC/C(O)=C(\C#N)c1nc2ccccc2[nH]1	-47%	-4%	7%	1%	?	-84*
CCN(CC)C(=O)[C@H]1C[C@H](CC(=O)NCCN2CCOCC2)C(=O)N2CCc3c([nH]c4ccc(Cl)cc34)[C@]12C	268%[activator]	/	-3%	/	/	-25
Cc1cccc(CNC(=O)C2CCC(=O)N(C3CCCC3)C2)c1 (centres undefined)	-1%	/	1%	-10%	-7%	116
Cc1ccc(Cl)cc1NCc1nnc2n1CCCCC2	/	/	/	1%	13%	-25
Cc1cc(=O)[nH]c(SCC(=O)N2CCN(S(=O)(=O)c3ccccc3)C2)n1	5%	-10%	28%	-5%	0%	-5
CCN(CC)CCNC(=O)CN1C(=O)COc2ccc(S(=O)(=O)N3CCOCC3)cc21	-16%	/	-5%	3%&-12%	0%&-8%	20&15
COc1ccc(OCc2cc(C(=O)NCCN3CCCc4ccccc43)no2)c(Cl)c1	-12%	/	11µM*	-1%	3%	25
COc1ccc(CN2CCNC(=O)C2CC(=O)NC2CCCC2)c(OC)c1 (centres undefined)	30%	/	-5%	-35%	0%	25

Looked up above:
HCV inhibitor with COc1cccc(CN2CCNC(=O)C2CC(=O)NCCOc2cccnc2)c1 (centres undefined) = 6%
Sm TGR inh with Cc1cc(=O)[nH]c(SCC(=O)N2CCN(S(=O)(=O)c3ccccc3)C2)n1 = -5%
Sm TGR inh with Cc1ccc(C)c(NC(=O)CN(C)C(=O)CSC(C)C(=O)Nc2cc(C)on2)c1 (centres undefined) = 2%
AmpC inh detg with CCCC1=[N+](CC(=O)c2ccccc2)CCn2cccc21 = -6%
Sm TGR inh with COc1ccc(C(=O)N2CCc3ccc(NC(=O)c4ccccn4)cc3C2)cc1F = 14%
HCMV antiviral with CCOc1ncccc1C(=O)NCC(c1ccco1)N1CCCCC1 (centres undefined) = -18

Carrying on.
SMILES	AmpC no deterg	Giardia FBPA inh	HCV inhibitor	Sm TGR inh	AmpC inh detg	HCMV antiviral
Cc1ccc(COC(=O)c2[nH]c3c(c2C)C(=O)CC(c2ccc(N(C)C)cc2)C3)cc1 (centres undefined)	/	/	/	3%	12%	-26
COc1ccc(C(c2nnnn2CC2CCCO2)N2CCN(c3ccccc3)CC2)cc1 (centres undefined)	45%	?	1%	0%	3%	-7
Fc1ccc(-c2noc3ncnc(NCCCN4CCN(c5ccccc5)CC4)c23)cc1	/	/	/	-2%	14%	-24
Cc1ccc(Sc2ccc(S(=O)(=O)Nc3ccc(CC(=O)O)cc3)cc2)cc1C	-46%	/	-2%	-7%	3%	-22
Cc1ccc(S(=O)(=O)N2CCC(C(=O)N[C@H](C(=O)NCC3CCCO3)C(C)C)CC2)cc1 (some centres undefined)	54%	-1%	15%	-4%	-7%	-1
COc1ccc(NC(=O)CCc2nnc3ccc(N4CCC5(CC4)OCCO5)nn23)cc1	23%	-8%	12%	-1%	?	-26
CCC(=O)N1CCc2cc(S(=O)(=O)CCC(=O)N3CCN(c4cccc(Cl)c4)CC3)ccc21	/	/	/	0%	-4%	-36
COCCn1c(SCC(=O)c2ccccc2)nc2ccccc2c1=O	22%	4%	?	-8%	2%	?
COc1cccc(/C=C(\C#N)c2nc3ccc(C)cc3[nH]2)c1	/	/	/	4%	-1%	?
Cc1cc(SCC(=O)Nc2cccc(S(=O)(=O)NC3=NCCCCC3)c2)c(C)cc1Br	3%	-1%	-20%	6%	4%	-26

A different layout for some results above:
SMILES | AmpC no deterg | Giardia FBPA inh | HCV inhibitor | Sm TGR inh | AmpC inh detg | HCMV antiviral
COc1ccc(CN2CCNC(=O)C2CC(=O)NC2CCCC2)c(OC)c1 (centres undefined) | 30% | / | -5% | -35% | 0% | 25
Cc1ccc(COC(=O)c2[nH]c3c(c2C)C(=O)CC(c2ccc(N(C)C)cc2)C3)cc1 (centres undefined) | / | / | / | 3% | 12% | -26
COc1ccc(C(c2nnnn2CC2CCCO2)N2CCN(c3ccccc3)CC2)cc1 (centres undefined) | 45% | ? | 1% | 0% | 3% | -7
Fc1ccc(-c2noc3ncnc(NCCCN4CCN(c5ccccc5)CC4)c23)cc1 | / | / | / | -2% | 14% | -24
Cc1ccc(Sc2ccc(S(=O)(=O)Nc3ccc(CC(=O)O)cc3)cc2)cc1C | -46% | / | -2% | -7% | 3% | -22
Cc1ccc(S(=O)(=O)N2CCC(C(=O)N[C@H](C(=O)NCC3CCCO3)C(C)C)CC2)cc1 (some centres undefined) | 54% | -1% | 15% | -4% | -7% | -1

(list continues)
SMILES	AmpC no deterg	Giardia FBPA inh	HCV inhibitor	Sm TGR inh	AmpC inh detg	HCMV antiviral
O=C(CCN1C(=O)c2ccccc2C1=O)Oc1ccc2ccccc2c1	-6%	-7%	6%	0%	0%	46
O=C(O)C1CCCCC1C(=O)Nc1ccc(S(=O)(=O)N2CCCC2)cc1 (centres undefined)	-13%	/	-1%	-1%	2%	62
O=C(COC(=O)/C=C/c1cccc(Br)c1)NCCc1ccccc1	-9%	/	-5%	-2%	-15%	-9
O=C1c2ccccc2[C@@H]2C[C@H]3O[C@H]3CCN12	-3%	/	22%	/	/	7
COc1ccc(C(=O)COC(=O)c2cc([N+](=O)[O-])ccc2N2CCOCC2)c(OC)c1	27%	/	1µM*	-4%	-17%	18
CCOc1ncccc1C(=O)Nc1ccc(S(=O)(=O)Nc2nc(C)cc(C)n2)cc1	-22%	/	10%	-10%	-1%	5
CCN(CC)S(=O)(=O)c1ccc2c(c1)nc(CN(C)C(=O)Nc1cccc(Cl)c1)n2C	/	/	/	3%	-1%	?
Cc1ccccc1OCC(=O)NCCC(=O)O	-2%	6%	17%	0%	-13%	0
O=C(NCC1CCCO1)c1ccc(Cn2c(=S)[nH]c3ccccc3c2=O)cc1 (centres undefined)	-14%	-16%	-21%	0%	6%	88
c1ccc(C2=Nc3c(ccc4ccccc34)C(c3ccncc3)=NN2)cc1	59%	-4%	?	/	-5%	63
Cc1cccc(-n2ncc(C(=O)NCc3ccccn3)c2C2CCN(C(=O)OC(C)(C)C)CC2)c1	/	/	/	5%	25%	-40
CCc1ccc(C(=O)NNc2ccc(Cl)cc2)cc1	-35%	6%	-7%	-2%	4%	-26
CCc1cc(OCCOCCN(C)C)ccc1Cl	10%	-25%	-27%	10%	-10%	-30
O=C(N/N=C/c1cccc2ccccc12)C(=O)N1CCCC1	-18%	-7%	-22%	0%	?	-71*
COc1ccc(CCNS(=O)(=O)c2c(C)[nH]c(C)c2C(=O)N2CCCCC2)cc1OC	4%	-15%	11%	1%	5%	-16
c1cc2c3c(cccc3c1)NC1(CCCCC1)N2	-44%	-17%	15%	?	1%	23
CC(=O)NC(NC(=S)Nc1cccc(Br)c1)C(Cl)(Cl)Cl (centres undefined)	-32%	-2%	-2%	0%	4%	17
O=C1NC(=O)N(Cc2ccco2)C(=O)/C1=C\c1cccn1CCOc1ccccc1	-52%	-1%	8%	11µM*	4%	?
CC(C)(C)N=C1NN=C(c2cc3ccccc3o2)CS1	-43%	14%	?	-1%	-13%	56
CC(C)OC(=O)CSc1nnc(-c2ccccn2)n1C	-17%	5%	0%	2%	-6%	-9
OCC[C@H]1C[C@@H](O)[C@H](O)[C@@]2(Cc3ccccc3CCO2)O1	-18%	/	-21%	-5%	-8%	4
O=C(Nc1cccc(C(F)(F)F)c1)NC1CCCCC1	-37%	-7%	-5%	-35%	-5%	-29
O=S(=O)(Nc1ccc2ccccc2c1)c1ccccc1	-22%	-9%	30%[activator]	0%	-1%	79
Nc1nnnn1/N=C/c1cccc(OCc2ccccc2Cl)c1	-23%	0%	?	0%	?	20

Random draw from the library, and some 9.9% of all compounds hit somewhere here.
